TRPC4 PAM: allosterically enhances the mouse TRPC4 cation channel; Q9QUQ5; HEK293 TRPC4beta/mu-opioid, DAMGO EC20, Fluo-4 Ca2+ flux; stronger effect = higher value; B-score at 10 µM; actives 0.42% (n = 310,000); AID 2227;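 active = B-score of calcium response area above 5 SD of library B-scores, with initial fluorescence ratio within 5 SD of library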;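 also: B-score of integrated fluorescence ratio over time as area under calcium response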
KCNK9 inh: inhibitors of human KCNK9 two-pore domain potassium channel; Q9NPC2; HEK293 KCNK9, FluxOR thallium flux fluorescence; stronger effect = lower value; B-score at 10 µM; actives 1.2% (n = 310,000); AID 488922;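 active = ratio B-score over 3 SD below the library mean, with starting fluorescence within 5 SD of its mean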;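 also: negative B-score means less thallium flux so channel inhibition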
DYRK1A inh: blocks rat Dyrk1A kinase activity. Q63470. ADP-Glo luminescence, NFATc1 peptide. inhibition, % at 12.5 µM. actives 0.43% (n = 310,000); in the data active = inhibition above about 50%;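 also: plate controls were vehicle with enzyme for no effect and no enzyme for full effect; many of its hits are not listed in these tables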
Platelet DG rel: platelet dense granule release activity; human platelet-rich plasma, SFLLRN dense granule ATP release, luminescence; inhibition, %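 (compounds screened at 7.5 µM in platelet-rich plasma)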; AID 1663; actives 0.22% (n = 300,000);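 active = mean replicate score, as percent of positive control, at or above 50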
PolyA inhibitor: inhibitors of polyadenylation in S. cerevisiae | S. cerevisiae SKY197-pL101 polyadenylation reporter, beta-gal luminescence; efflux-impaired pdr1/pdr3 knockout yeast; score 100 = 6 SD above DMSO | actives 0.02% (n = 300,000) | AID 1875 | calls only at 12 µM;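 active = lowest replicate activity score at least 50, where 100 means six control SD above control mean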;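 also: yeast exposed to compound for 9 h at 30 °C; higher score means more reporter readthrough which indicates perturbed polyadenylation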
hERG protect: compounds protecting human hERG from proarrhythmic drug block; CHO-hERG, FluxOR thallium flux, dofetilide IC70 present; activation (rescue from dofetilide block), less the hit threshold, % at 10 µM; actives 0.51% (n = 310,000);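 active = activation above the mean of controls blocked by dofetilide plus 5 SD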;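 also: thallium influx through hERG after potassium depolarization seen as dye fluorescence rise; in these data hits start at about 4.7%; inactives centre near -7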
KCNQ1 pot: human KCNQ1 channel potentiation or activation; P51787; CHO-K1 KCNQ1, thallium flux FluxOR fluorescence; stronger effect = higher value; B-score at 10 µM; actives 0.35% (n = 310,000); AID 2648;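 active = fluorescence ratio B-score, a plate-corrected score, at least three library SD, with initial intensity B-score within 5 SD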
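Doses: Single concentration per compound, DMSO matched to controls | Test system: KCNQ1-transfected CHO-K1 cells | Timing: 90 min dye loading and 20 min compound exposure, both at room temperature | Measured by: Kinetic FluxOR thallium fluorescence, 10-s 1-Hz baseline, 110-s post-stimulus read | Medium: Assay buffer with matched DMSO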
TRPC4 agonist: activators of mouse TRPC4 channel; actives 0.49% (n = 310,000); Q9QUQ5; HEK293 TRPC4beta/mu-opioid, Fluo4 calcium fluorescence; stronger effect = higher value; B-score at 10 µM; AID 2237;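 active = B-score above 5 SD of library B-scores, and initial fluorescence ratio not above library mean plus 5 SD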;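 also: positive B-score marks a calcium rise read as TRPC4 activation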
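Incubation: 45 min room-temperature Fluo4 loading, 110 s read / System: HEK293 cells stably co-expressing mouse TRPC4beta and mu-opioid receptor / Signal: Fluo4 fluorescence, kinetic / Control set: buffer (low) and maximal DAMGO (high) / Measure: integrated baseline-normalised fluorescence ratio, converted to per-well B score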
TRPC4 block: inhibitors of mouse TRPC4 channel | Q9QUQ5 | HEK293 TRPC4beta/mu-opioid, DAMGO-evoked Fluo4 calcium flux; stronger effect = lower value | actives 0.39% (n = 300,000) | B-score at 10 µM;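 active = B-score over 3 SD under the library average, no early fluorescence shift, positive overall ratio signal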
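Assay system – HEK293 line stably carrying TRPC4beta and mu-opioid receptor · Doses – single dose · Detection – Fluo4 calcium-dye fluorescence, kinetic read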
KCNQ1 inh: human KCNQ1 channel inhibition; P51787; CHO-K1 KCNQ1, FluxOR thallium flux fluorescence; stronger effect = higher value; B-score at 10 µM; actives 1.3% (n = 310,000);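 active = compounds whose thallium flux B-score, printed positive for inhibition, exceeds three library SD while starting fluorescence stays within three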;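 also: channel opened by potassium depolarization with thallium stimulus after 20 min compound exposure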
KCNK3 block: human KCNK3 channel inhibition, primary screen; AID 602410; O14649; B-score at 10 µM; CHO-KCNK3 thallium flux, FluxOR fluorescence; stronger effect = lower value; actives 0.84% (n = 340,000);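 active = B-score under library mean minus 4 SD, starting fluorescence ratio at most library mean plus 5 SD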;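 also: more negative B-score means stronger inhibition of thallium flux through KCNK3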
Numbers without * were called inactive; i = inactive; . = not tested or not shown. An excerpt; rates above refer to the full screens.

1. C=C1[C@@H](OC(C)=O)CC[C@]2(C)[C@@H]1C[C@@H]1C[C@H](OC(C)=O)C(C)=C([C@@H](OC(C)=O)[C@@H]2OC(C)=O)C1(C)C
2. CN(C)S(=O)(=O)c1cccc(C(=O)NCC(C)(C)CNC(=O)c2cccc(S(=O)(=O)N(C)C)c2)c1
3. COC(=O)C1=C(C)N(C)C(=O)NC1c1ccccc1 (stereo unspecified)
4. Cn1c(Cn2c(=O)sc3ccccc32)nnc1SCC(=O)Nc1ccc2c(c1)OCO2
5. CCN(CC)S(=O)(=O)c1cccc(C(=O)Nc2ccc(C#N)cc2)c1
6. COc1ccc(OC(=O)c2cc3cc(Cl)ccc3oc2=O)cc1

Compound,1,2,3,4,5,6
TRPC4 PAM,i,i,i,i,i,i
KCNK9 inh,i,i,i,i,i,i
DYRK1A inh,1,-10,-7,9,6,.
Platelet DG rel,1,-2,-3,1,-3,-3
PolyA inhibitor,i,i,i,i,i,i
hERG protect,-3,-5,-6,-5,-21,-10
KCNQ1 pot,i,i,i,i,i,i
TRPC4 agonist,i,i,i,i,i,i
TRPC4 block,i,i,i,i,i,i
KCNQ1 inh,i,i,i,i,i,i
KCNK3 block,i,i,i,i,i,i

An excerpt from above in order of SMILES length, smallest number first.
3. COC(=O)C1=C(C)N(C)C(=O)NC1c1ccccc1 (stereo unspecified)
6. COc1ccc(OC(=O)c2cc3cc(Cl)ccc3oc2=O)cc1
5. CCN(CC)S(=O)(=O)c1cccc(C(=O)Nc2ccc(C#N)cc2)c1
4. Cn1c(Cn2c(=O)sc3ccccc32)nnc1SCC(=O)Nc1ccc2c(c1)OCO2
2. CN(C)S(=O)(=O)c1cccc(C(=O)NCC(C)(C)CNC(=O)c2cccc(S(=O)(=O)N(C)C)c2)c1
1. C=C1[C@@H](OC(C)=O)CC[C@]2(C)[C@@H]1C[C@@H]1C[C@H](OC(C)=O)C(C)=C([C@@H](OC(C)=O)[C@@H]2OC(C)=O)C1(C)C

Compound,3,6,5,4,2,1
TRPC4 PAM,i,i,i,i,i,i
KCNK9 inh,i,i,i,i,i,i
DYRK1A inh,-7,.,6,9,-10,1
Platelet DG rel,-3,-3,-3,1,-2,1
PolyA inhibitor,i,i,i,i,i,i
hERG protect,-6,-10,-21,-5,-5,-3
KCNQ1 pot,i,i,i,i,i,i
TRPC4 agonist,i,i,i,i,i,i
TRPC4 block,i,i,i,i,i,i
KCNQ1 inh,i,i,i,i,i,i
KCNK3 block,i,i,i,i,i,i
